Redox H2O2 prof = compounds producing H2O2 with reducing agent – biochemical, NIH compound library profiling, artefact control for MLSCN library redox annotation, primary screen; activation, % at 10 µM; 0.03% of 200,000 active; DTT-dependent redox cycling H2O2, phenol red/HRP absorbance; 100% = 100 µM peroxide control, 0% = buffer;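 active means activation of at least 50% relative to the plate's high and low controls in the primary single-dose screen; inactive means activation below 50%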;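 further: compound incubated with DTT at 0.8 mM final as the reducing agent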
TNAP inh noacc = TNAP (human) inhibition, acceptor-free conditions; AID 1012; purified TNAP, CDP-star luminescence, 30 min; P05186; 0.26% of 200,000 active; inhibition, % at 20 µM;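 active means tissue-nonspecific alkaline phosphatase inhibition above about 50% at 20 µM in the single-dose screen, limit read from the data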;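 further: 0% = DMSO negative control and 100% = EDTA positive control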
Target sequence (P05186 whole entry, looked up): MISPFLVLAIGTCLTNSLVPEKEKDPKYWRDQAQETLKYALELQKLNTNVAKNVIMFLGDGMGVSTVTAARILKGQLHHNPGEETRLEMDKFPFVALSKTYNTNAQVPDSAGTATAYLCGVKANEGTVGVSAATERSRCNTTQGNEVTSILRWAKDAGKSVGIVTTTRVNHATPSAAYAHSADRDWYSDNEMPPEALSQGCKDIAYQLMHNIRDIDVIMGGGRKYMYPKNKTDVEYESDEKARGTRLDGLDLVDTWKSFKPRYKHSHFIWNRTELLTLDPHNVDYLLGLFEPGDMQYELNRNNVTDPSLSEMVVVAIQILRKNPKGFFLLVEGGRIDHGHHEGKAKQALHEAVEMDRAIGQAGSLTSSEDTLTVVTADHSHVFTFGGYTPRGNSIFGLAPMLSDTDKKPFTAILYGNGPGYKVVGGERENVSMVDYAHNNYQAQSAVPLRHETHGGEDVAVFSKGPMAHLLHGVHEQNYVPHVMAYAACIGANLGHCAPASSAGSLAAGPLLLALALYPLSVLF
PMI act hi M6P = activators of human phosphomannose isomerase at near-saturating mannose 6-phosphate | P34949 | coupled PMI enzyme assay, resazurin fluorescence, 20 min; hits give high values; 1 = untreated enzyme, 0 = substrate-free blank | activation factor at 20 µM | 0.34% of 190,000 active | AID 1216;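 active means activation factor of 2 or more at 20 µM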
Target sequence (P34949 whole entry, looked up): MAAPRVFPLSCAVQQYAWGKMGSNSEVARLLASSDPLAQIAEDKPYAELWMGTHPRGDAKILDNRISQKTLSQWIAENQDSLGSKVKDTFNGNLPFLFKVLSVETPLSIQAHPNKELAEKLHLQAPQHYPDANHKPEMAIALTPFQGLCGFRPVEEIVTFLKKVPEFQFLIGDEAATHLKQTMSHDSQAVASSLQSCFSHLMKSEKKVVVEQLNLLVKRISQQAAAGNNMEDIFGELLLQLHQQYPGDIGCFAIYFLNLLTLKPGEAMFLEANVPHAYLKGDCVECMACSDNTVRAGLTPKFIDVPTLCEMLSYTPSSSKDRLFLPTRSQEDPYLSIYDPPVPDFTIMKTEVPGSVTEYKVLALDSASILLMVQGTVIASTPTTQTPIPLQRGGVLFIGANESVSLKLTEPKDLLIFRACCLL
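Material: human phosphomannose isomerase with PGI, G6PDH, diaphorase coupling enzymes / Reagent: Man-6-P substrate 1.0 mM / Dosing: single compound dose of 20 µM, 1% DMSO final / Incubation: enzyme reaction with compound 20 min at room temperature / Signal: resorufin fluorescence (Ex 544/Em 590 nm) from resazurin via diaphorase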
TNAP inh hiacc = inhibitors of human TNAP at high phosphate acceptor concentration | 0.03% of 200,000 active | P05186 | purified TNAP, CDP-star luminescence, 1 M DEA | AID 1135 | inhibition, % at 20 µM;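 active means over 50% inhibition of tissue-nonspecific alkaline phosphatase at 20 µM in the single-dose screen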;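 further: plate controls were DMSO wells for no effect and EDTA-quenched wells as full inhibition for full effect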
S1P3 antag = blocks the human S1P3 receptor; Q99500; CHO S1P3 NFAT-BLA reporter, FRET fluorescence, antagonist mode; inhibition, % at 4.98 µM; 0.27% of 170,000 active; AID 485;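 active means inhibition above the plate cutoff, the mean inhibition of test wells on that plate plus 3 SD, cut at about 28% in these data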;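 further: cells challenged with S1P at its EC80 of 0.8 µM; blue over green emission ratio from cleaved BLA substrate after 4 h stimulation; 0% = S1P-stimulated wells and 100% = unstimulated DMSO-only wells; some compounds past the cut are filed as inactive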
PMI act = activators of human phosphomannose isomerase. purified human PMI, coupled resazurin fluorescence, 20 min; hits give high values; 1 = vehicle control, 0 substrate-free wells. activation factor at 20 µM. 0.005% of 190,000 active;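 active means activation factor of 2 or more at 20 µM, relative to plate controls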
HMGR II inh = E. faecalis class II HMG-CoA reductase inhibition; purified E. faecalis HMGR, NADPH absorbance 340 nm kinetic; inhibition, % at 10 µM; 0.41% of 190,000 active; AID 1066;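 active means inhibition above a set limit, the median over all tested compounds plus 3 SD, cut at about 9.5% in these data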;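 further: enzyme runs in reverse so mevalonate oxidation gives rising NADPH absorbance; 0% = complete reaction with DMSO and 100% = background rate lacking mevalonate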
RAM network inh = inhibitors of the yeast RAM network; S. cerevisiae dse1pr::URA3 reporter, 5-FOA growth OD615, 2 d; analog-sensitive cbk1-as2 kinase mutant strain; inhibition, % at 50 µM; 1.8% of 190,000 active;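 active means inhibition above a set limit, 3 SD over mean compound inhibition, cut at about 8.4% in these data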;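 further: 0% = DMSO-only wells with no growth and 100% = 10 µM 1-NA-PP1 full growth; inhibition rescues growth on 5-FOA so higher OD means more RAM inhibition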
Hsp70 act = transcriptional activators of Hsp70. 0.04% of 200,000 active. HeLa Hsp70 promoter luciferase reporter, luminescence; scaled: vehicle 0, proteasome-inhibitor control 100%. activation, % at 10 µM. AID 1203;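 active means activation above the mean across all tested compounds plus 3 SD, cutoff set per campaign, cut at about 5.5% in these data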;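 further: 100% = MG132 at 30 µM as the positive control and 0% = DMSO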
Lmaj promast = inhibitors of Leishmania major promastigote growth | Leishmania major promastigotes, resazurin fluorescence viability | 9% of 200,000 active | inhibition, % at 10 µM; in the data active means inhibition above about 50%;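 further: promastigotes grown with compound for 44 hours at 28 °C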
* = called active by the depositor; · = no result given.

SMILES	Redox H2O2 prof	TNAP inh noacc	PMI act hi M6P	TNAP inh hiacc	S1P3 antag	PMI act	HMGR II inh	RAM network inh	Hsp70 act	Lmaj promast
O=C(Cc1c[nH]c2ccccc12)OCCOC(=O)Cc1c[nH]c2ccccc12	2.2	-3	0.8	-2	·	0.8	-1	1.8	-0.3	95*
CCOC(=O)c1sc(=NC(=O)c2cccc(C)c2)n(C)c1C	-0.3	-4	1	5	7	0.9	-2	2.3	0.2	-3
CCOC(=O)C1CCN(Cc2oc(CO)cc(=O)c2O)CC1	0.1	-10	0.9	-2	·	0.9	0	0.5	-0.1	1
Cc1ccc(CN2CC(C(=O)Nc3cc(S(C)(=O)=O)ccc3Cl)CC2=O)cc1 (stereo unspecified)	2.2	-7	0.9	-3	·	0.9	1	1.0	-0.3	-3
CCCCC(=O)NS(=O)(=O)c1ccc(N=NN(CC)CC)cc1	-0.1	-9	1.1	-6	-7	1	-1	1.0	1.5	-6
CN(Cc1cc(=O)[nH]c2ccccc12)C(=O)c1ccccc1	2.7	-7	0.9	-8	-2	1	2	2.9	0.4	-7
CCOC(=O)C1=NOC(Cn2cc(C(C)=O)c(=O)[nH]c2=O)C1 (stereo unspecified)	-1.2	-4	1	-1	0	1	1	1.9	-0.2	2
NC(=O)C1(N2CCCCC2)CCN(S(=O)(=O)c2cc(Cl)ccc2Cl)CC1	-1.0	-5	1	-8	-26	1	-2	1.7	0.1	-7
COc1ccc(S(=O)(=O)N2CCCCC2)cc1NC(=O)c1cc(C)on1	-2.0	-13	1.1	-1	-16	1	-6	-0.2	-0.3	4
CCOC(=O)c1cc(NC(=O)c2c(C)noc2C)cc(C(=O)OCC)c1	2.6	-12	1	-6	-5	0.9	-5	7.8	-0.2	2
COc1cc(C(=O)O/N=C(\N)c2ccc([N+](=O)[O-])cc2)cc(OC)c1OC	0.5	-6	0.9	-3	-15	1	-1	1.3	-0.3	56*
O=C(CCn1ccc2ccccc21)NC1CCCc2ccccc21 (stereo unspecified)	-0.8	-16	1	-5	·	1	1	2.5	-0.3	17
CC(C)(C)n1nnnc1C(c1cccs1)N1CCN(C(=O)c2ccco2)CC1 (stereo unspecified)	0.4	-7	1	-2	·	1	-9	0.7	0.0	12
COC(=O)c1sc(NC(=O)COc2ccccc2C)nc1C	0.2	3	0.9	2	-19	1	5	6.5	-0.2	-4
Cc1c(C(=O)N2CCCCC2)sc(N)c1C#N	0.5	-1	0.9	-2	4	0.9	-5	1.8	-0.3	-7
N=c1c2c3c(sc2nc2n1CCC2)CCCC3	2.4	-11	1	-5	-7	1.1	0	0.0	-0.2	3
COc1ccc(C(=O)N/C(=C\c2cn(C)c3ccccc23)C(=O)OCC(C)C)cc1	0.5	-19	1	3	-13	1	-2	-0.1	-0.2	-6
S=C(Nc1cccnc1)Nc1ccccc1Br	0.2	-3	1	-3	7	1	3	0.4	0.0	1
Cc1ccc(NC(=S)N/N=C/c2ccc(OCCC(C)C)cc2)c(C)c1	0.2	-6	1	6	·	0.9	-3	3.1	-0.4	8
O=Cc1cn(CC(=O)N2CCc3ccccc32)c2ccccc12	-3.0	-6	1	-3	-11	1.1	4	1.5	-0.3	-6
CCn1c(C)nc2cc(C(=O)NNS(=O)(=O)c3c(F)cc(F)c(Cl)c3F)ccc21	-0.6	-12	1.1	-2	-5	1.3	5	2.1	-0.4	-3
CCOC(=O)C1CCCN(C2CCN(Cc3nc(Cc4ccccc4)no3)CC2)C1 (stereo unspecified)	-1.0	-7	1.1	-2	-3	1	1	-0.9	0.3	8
C/C(=C/C(=O)NCc1ccccc1)C(=O)O	-7.2	-4	1.1	-8	·	1.1	-3	-1.2	-0.1	5
COc1ccc2c(c1)O[C@H](c1ccc3c(c1)OCO3)[C@@H](O)C2=O	0.2	-14	1	-3	-16	1.1	0	-1.1	-0.4	-10
Cn1c(=O)c2cc(S(=O)(=O)NC(C(=O)NC3CCCCC3)c3ccccc3)ccc2n(C)c1=O (stereo unspecified)	-1.0	-16	0.9	-8	·	1	1	5.7	-0.2	-5

Limited to PMI act hi M6P and HMGR II inh (3 entries from above):
| mol | PMI act hi M6P | HMGR II inh |
| --- | --- | --- |
| COc1ccc(C(=O)N/C(=C\c2cn(C)c3ccccc23)C(=O)OCC(C)C)cc1 | 1 | -2 |
| COc1cc(C(=O)O/N=C(\N)c2ccc([N+](=O)[O-])cc2)cc(OC)c1OC | 0.9 | -1 |
| NC(=O)C1(N2CCCCC2)CCN(S(=O)(=O)c2cc(Cl)ccc2Cl)CC1 | 1 | -2 |

Remaining list, next part:
SMILES	Redox H2O2 prof	TNAP inh noacc	PMI act hi M6P	TNAP inh hiacc	S1P3 antag	PMI act	HMGR II inh	RAM network inh	Hsp70 act	Lmaj promast
COc1ccc([N+](=O)[O-])cc1NC(=O)C(C)N(C)Cc1ccc(Br)cc1 (stereo unspecified)	1.0	-10	1.1	1	0	0.9	1	2.3	-0.4	57*
OCCOCCN1CCN(C(=S)Nc2ccccc2)CC1	-0.2	-8	1	-5	1	1	0	0.6	-0.4	-2
Cc1cccc(OCC(=O)NCC2CCCO2)c1C (stereo unspecified)	0.1	-7	1	-1	-6	1	3	0.2	-0.2	-6
CCOc1ccccc1N(CC(=O)Nc1ccc(S(=O)(=O)N2CCOCC2)cc1)S(=O)(=O)c1ccc(Cl)cc1	-0.1	-13	0.9	-11	1	1	0	3.5	-0.3	43
C=CCn1cccc(C(=O)Nc2ccc(OCC)cc2)c1=O	-0.3	-12	1	-4	4	1	-4	-0.8	0.1	-6
CCc1nn(-c2cc(Cl)ccc2OC)c2c1C(=O)CCC2	-0.1	-8	1	-5	10	1	4	3.2	0.1	10
N=c1oc2cc(O)ccc2cc1C(=O)Nc1ccccn1	1.0	-28	0.7	-8	-72	1	-3	1.1	-0.3	-8
CCOC(CNC(=O)c1ccc2c(c1)nc(C)n2-c1cccc(F)c1)OCC	-3.0	-8	1.1	0	·	1.1	-3	-1.1	-0.2	-2
CCn1nnnc1SCC(=O)NCc1ccco1	0.8	-12	1	-2	-13	1.1	-4	1.9	-0.1	-2
Cc1cccc(NC(=O)c2cccc(Cn3cc(Br)c([N+](=O)[O-])n3)c2)c1C	2.6	-4	0.9	1	·	0.9	0	4.8	-0.1	9
CC(=O)OC(COc1cccc(C)c1)Cn1cnc2ccccc21 (stereo unspecified)	-0.3	-2	0.9	-2	4	0.9	-5	-0.2	0.2	7
COC(=O)c1ccc(COC(=O)CCc2nc(-c3ccccc3)c(-c3ccccc3)o2)cc1	0.2	-18	1	-8	·	0.9	1	11*	-0.4	-2
Cc1noc(C)c1C(=O)OCC(=O)Nc1ccccc1Oc1ccccc1	0.2	-12	0.9	-4	·	0.9	-1	1.6	-0.2	-2
CC(OC(=O)CCc1nc2ccccc2c(=O)[nH]1)C(=O)Nc1ncc(Cl)cc1Cl (stereo unspecified)	-0.5	-7	1	2	-5	1.1	-1	1.1	-0.3	4
N#CC1=C2SCN(c3ccccc3)CN2C(=O)CC1c1c(Cl)cccc1Cl (stereo unspecified)	-1.2	-18	0.8	-7	-30	0.7	1	1.5	-0.2	-3
CCOC(=O)c1c(NC(=O)c2ccc(N3C(=O)C4C5C=CC(C5)C4C3=O)cc2)sc2c1CCCC2 (stereo unspecified)	-0.6	-5	0.9	-4	·	0.8	-5	3.8	0.1	20
CCCCC(=O)Nc1ccc2c(c1)nc1n2CCOC1	-1.0	-15	0.9	-7	2	1	2	1.0	0.2	1
CCOC(=O)N1CCC(c2[nH][nH]c(=O)c2C)CC1	0.3	-14	1.4	-7	-22	1.2	-2	1.6	-0.1	-10
O=C(NCc1ccc2c(c1)OCO2)C(=O)Nc1ccccc1	-2.4	-8	1	-6	-8	1	2	4.6	-0.1	-4
CNC(=S)Nc1cccc(C(=O)O)c1	-1.0	-6	1	-2	-11	1	2	0.1	-0.2	-3
COc1cccc(N2CC(O)=C(c3nc4ccccc4s3)C2=N)c1	0.3	-5	·	-1	2	·	1	4.7	-0.1	21
N#Cc1c(-c2ccccc2Cl)cc(-c2ccccc2)[nH]c1=S	-2.0	7	2.5*	-3	-20	1.6	1	3.6	-0.2	9
O=C(C(Cl)Cl)N1CCN(Cc2ccccc2)CC1	-0.1	-12	1	5	7	0.9	-4	-1.0	-0.1	-5
COc1ccc(NC(=O)NC2(C(=O)N3CCCCCC3)CCCCC2)cc1	-0.5	-61	0.9	-7	-12	0.9	-2	2.9	0.2	-5
COc1ccc(NC(=S)Nc2ccccc2Cl)cn1	-2.5	-6	0.7	0	4	1	-3	0.6	-0.1	7
SMILES	Redox H2O2 prof	TNAP inh noacc	PMI act hi M6P	TNAP inh hiacc	S1P3 antag	PMI act	HMGR II inh	RAM network inh	Hsp70 act	Lmaj promast
C=CCOc1ccc(CNc2nccs2)cc1OCC	1.5	-11	0.9	-3	·	1	-4	2.6	-0.5	0
COCCN1CCn2c(nc3cc(NC(=O)NC4CCCCC4)ccc32)C1	-0.1	-7	1.5	-1	-20	1.2	3	0.4	-0.2	-1
Nc1nc(SCC(=O)Nc2ccc(Cl)cc2)[nH]c(=O)c1-c1ccccc1	0.0	3	1	-2	-3	1.1	-3	2.6	0.0	-4
N#CCOc1nc(N2CCCCC2)nc(N2CCCCC2)n1	-0.2	-12	1.1	-1	5	1	-2	-1.0	-0.3	16
Cc1ccc(NC(NC(=O)c2ccccc2[N+](=O)[O-])C(Cl)(Cl)Cl)cc1 (stereo unspecified)	-0.1	-14	0.9	-1	-1	0.8	2	2.8	-0.1	15
CCOc1cc(N2CCOCC2)c(OCC)cc1NC(=O)CCC1CCCC1	3.7	1	0.8	-6	13	1	-2	4.3	-0.2	-6
Cc1ccccc1C(=O)OCn1nnc2ccccc2c1=O	-0.3	-2	0.9	3	-21	0.9	-2	1.3	0.1	-7
CCCc1nc(NCc2ccccn2)c2nnn(Cc3ccccc3F)c2n1	0.1	-1	1	1	·	0.9	-27	0.3	-0.3	5
COc1ccc(N2C(=O)CCC(C(=O)O)C2c2ccc(F)cc2)cc1 (stereo unspecified)	0.2	2	1	-4	-22	1.1	2	1.7	-0.5	-4
O=C(NC1CCCC1)c1ccc(CSc2nc3ccncc3n2Cc2ccc(F)cc2)cc1	0.4	-2	0.9	-6	0	0.9	3	2.1	0.3	-2
COc1ccc(CC2(CO)CCN(Cc3ccc4nsnc4c3)CC2)cc1	-0.3	-7	0.9	-3	-14	0.9	0	-0.7	-0.4	88*
O=C(OC(C(=O)NC1CCCC1)c1ccccc1F)c1ccco1 (stereo unspecified)	2.5	-12	1.1	-4	9	1	-3	1.3	-0.4	-4
CSC1=C(C#N)C(c2cccs2)CC(=O)N1C (stereo unspecified)	-0.5	-10	0.9	-4	·	0.9	·	·	-0.1	2
O=C(C(=O)N1CCN(c2cccc(Cl)c2)CC1)c1c[nH]c2ccccc12	-1.3	-14	0.8	-3	1	0.9	-1	1.4	-0.1	3
COc1cc(/C=C(\NC(C)=O)C(=O)Nc2cccc(O)c2)ccc1OC(C)=O	-0.3	-14	0.8	7	-10	0.9	1	1.8	-0.3	21
